# Screening results from PubChem.
# SR-BI HDL uptake – inhibitors of SR-BI mediated HDL lipid uptake, primary screen, ldlA[mSR-BI] cells, fluorescence, single point. Scavenger receptor class B member 1 (Mus musculus), Q61009. ldlA[mSR-BI] CHO cells, DiI-HDL uptake fluorescence, 3 h. inhibition, % at 12.5 µM. 320,000 compounds, 0.96% hits;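 active means mean replicate inhibition of at least 70% and a set share of replicates each scoring 70 or more; inconclusive means meets just one of the two criteria; inactive means fails both criteria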;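 further: 0% = median of neutral control wells and 100% = median of positive control wells; values of inactives mirror those of a sister screen read the other way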
# Target sequence (Q61009 whole entry, looked up): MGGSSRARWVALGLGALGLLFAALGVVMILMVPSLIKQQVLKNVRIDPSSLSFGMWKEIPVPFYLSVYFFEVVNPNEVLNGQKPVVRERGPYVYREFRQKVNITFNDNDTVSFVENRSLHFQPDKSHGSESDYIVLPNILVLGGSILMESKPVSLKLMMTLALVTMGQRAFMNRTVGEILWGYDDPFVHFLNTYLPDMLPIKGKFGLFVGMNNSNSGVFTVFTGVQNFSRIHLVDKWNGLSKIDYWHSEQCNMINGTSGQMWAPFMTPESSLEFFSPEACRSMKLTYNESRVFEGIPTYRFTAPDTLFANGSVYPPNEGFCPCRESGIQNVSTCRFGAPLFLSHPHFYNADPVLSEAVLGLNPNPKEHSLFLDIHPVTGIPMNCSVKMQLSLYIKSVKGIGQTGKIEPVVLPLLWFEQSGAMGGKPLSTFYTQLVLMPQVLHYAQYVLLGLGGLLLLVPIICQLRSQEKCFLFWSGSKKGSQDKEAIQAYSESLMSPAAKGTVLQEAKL
# phage Ecoli inh – growth loss of phage-infected E. coli, primary screen, RecBCD inhibitor project, absorbance, with phage, HTS; AID 651602, 2012; inhibition, % at 11.9 µM; 360,000 compounds, 0.26% hits; in the data active means inhibition above about 11%
# SR-BI DiI-HDL act – activators of SR-BI mediated DiI-HDL uptake, primary screen, ldlA[mSR-BI] CHO cells, DiI fluorescence. 3 h; 100 = double the neutral-control signal. activation, % at 12.5 µM. 320,000 compounds, 0.096% hits. AID 504775, 2011;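 active means mean replicate activation of at least 60% and every replicate at or above 60%; inconclusive means mean or all-replicate condition met, but not both; inactive means mean below 60% and not all replicates reaching 60%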;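 further: 0% = median plate neutral-control signal and 100% = twice that signal; values of inactives mirror those of a sister screen read the other way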
#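 System: CHO ldlA[mSR-BI] cells / Medium: HEPES-buffered (25 mM, pH 7.4) F12 plus 0.5% BSA / Probe or stimulus: labelled HDL, 10 µg/mL / Doses: single compound concentration, delivered by pin transfer / Schedule: 3 h, 37 °C / Measured by: DiI fluorescence, bottom read / Measure: cell-associated DiI fluorescence as measure of HDL uptake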
# Ecoli viability – E. coli V3065 growth inhibition, primary screen, counter-screen for AddAB inhibitor project, absorbance, OD600. inhibition, % at 11.9 µM. 18 h. 330,000 compounds, 0.27% hits. AID 449728, 2010;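 active means inhibition above the campaign's mean inhibition across all tested compounds plus 3 SD, cut at about 9.9% in these data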;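 further: uninfected addAB+ strain grown without phage in ampicillin broth; 0% = DMSO wells and 100% = ciprofloxacin 0.95 µg/ml wells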
# AddAB inh – growth inhibition of E. coli expressing H. pylori AddAB, primary screen, AddAB inhibitor project, absorbance. inhibition, % at 11.9 µM. 330,000 compounds, 0.29% hits. AID 435030, 2010; in the data active means inhibition above about 12%;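 further: 0% = vehicle wells of infected cells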
# Tat export inh – E. coli Tat export inhibitors, primary screen, MC4100, TorA-mCherry reporter, fluorescence, single point | inhibition, % at 10 µM | 340,000 compounds, 0.036% hits | AID 488895, 2010;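 active means mean replicate inhibition at least 50% and at least half of replicates individually reaching 50%; inconclusive means only one of the two criteria met; inactive means neither criterion met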;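 further: exported cargo escapes ClpAP degradation while cytoplasmic cargo is degraded and loses fluorescence; 0% = median of neutral control wells and 100% = median of NaSCN control wells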
# Wnt bcat act – Wnt/beta-catenin pathway activators, primary screen, cell-based, plate reader, single point | AID 743398, 2014 | Wnt/beta-catenin reporter cell assay, activator | 300,000 compounds, 1.2% hits | activation, % at 9.35 µM; in the data active means activation above about 30%, passing the limit was not always enough; inconclusive means no clear call, values can overlap the other calls;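 further: 0% = neutral control wells and 100% = positive control wells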
# CAL PDZ FP-1 – untagged CAL PDZ binding inhibitors, primary screen, biochemical, fluorescence polarization, HTS. Golgi-associated PDZ and coiled-coil motif-containing protein (Homo sapiens), Q9HD26. purified CAL PDZ, TMR-peptide fluorescence polarization, 1 h. inhibition, % at 24.9 µM. 300,000 compounds, 0.92% hits. AID 602252, 2012;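 active means mean inhibition of at least 30% with at least half of replicates also reaching 30%; inconclusive means no clear call, values can overlap the other calls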;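 further: 0% = DMSO neutral control and 100% = excess unlabeled competitor peptide PRC23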
# MITF TRPM1 HTS – activators of MITF-driven TRPM1 promoter reporter, primary screen, cell-based, SK-MEL-5, luciferase, single point | SK-MEL-5 TRPM1-promoter luciferase, 24 h; % of positive control, neutral wells = 0 | activation, % at 12.5 µM | 300,000 compounds, 0.75% hits | AID 588334, 2011;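 active means mean activation of at least 80% with every replicate also reaching 80%; inconclusive means mean reaches 80% but some replicate falls short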;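 further: 0% = neutral control wells and 100% = parthenolide positive control wells; values of inactives mirror those of a sister screen read the other way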
# CAL PDZ FP-2 – CAL PDZ peptide-binding inhibitors, primary screen, biochemical, fluorescence polarization, Cer-tagged CAL PDZ, HTS | Golgi-associated PDZ and coiled-coil motif-containing protein (Homo sapiens), Q9HD26 | purified CAL PDZ, TMR-peptide fluorescence polarization, 1 h | inhibition, % at 20 µM | 330,000 compounds, 0.02% hits | AID 504414, 2011;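 active means highest replicate inhibition of at least 40%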;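 further: plate controls were DMSO neutral control wells for no effect and unlabeled competitor peptide control wells for full effect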
#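 Material: tagged CAL PDZ domain; buffer or medium: 25 mM sodium phosphate pH 7.4, 150 mM NaCl, TCEP, IgG, Thesit; compound dosing: single point, 20 µM; schedule: 1 h incubation at room temperature before polarization reading; measured by: FP readout, S and P plane fluorescence; read-out basis: percent inhibition from loss of millipolarization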
# An asterisk follows results filed as active; u = inconclusive; x = no result given; & = joins results of further samples. The order is random. Share with any hit: about 3.6%.
mol	SR-BI HDL uptake	phage Ecoli inh	SR-BI DiI-HDL act	Ecoli viability	AddAB inh	Tat export inh	Wnt bcat act	CAL PDZ FP-1	MITF TRPM1 HTS	CAL PDZ FP-2
Cc1ccc2c(c1)C(c1ccccc1)N(C(=O)c1ccc(Br)cc1)CC(=O)N2 (centres undefined)	0.1	0.2	-0.1	x	x	-0.6	1.2	-4.4	-1.5	-0.6
COC(C[C@@H]1O[C@@H]1[C@H](O)COCc1ccccc1)OC	-11.3	3.2	11.3	-2.4	0.0	-9.6	0.4	-0.5	4.1	-0.1
COCCn1c(SCC(=O)Nc2ccccc2OC)nc2c([nH]c3ccccc32)c1=O	14.1	-1.3	-14.1	0.7	-1.1	7.6	-1.1	23.1	-22.6	-0.6
Cc1cccc(N(C(=O)CNC(=O)c2ccco2)C(C(=O)NC2CCCC2)c2ccncc2)c1C (centres undefined)	-7.7	1.5	7.7	-1.8	2.3	-4.6	2.5	-4.2	-8.8	-3.2
O=[N+]([O-])c1cc(Cl)ccc1Sc1cccc2cccnc12	29.2	0.9	-29.2	-2.1	-0.3	1.2	-3.4	19.9	-13.6	-0.2
Cc1cc(C2=NNC(=NCCc3ccccc3)SC2)c(C)n1-c1c(C)n(C)n(-c2ccccc2)c1=O	9.3	-0.1	-9.3	1.8	-1.1	6.7	-10.1	1.4	0.4	-1.3
C=CCc1cccc(C=Nc2c[nH]c(=O)[nH]c2=O)c1O	14.0	2.4	-14.0	0.5	-0.9	6.5	-0.5	-6.0	x	-0.2
O=C(Oc1nsnc1N1CCOCC1)N(c1ccccc1)c1ccccc1	-22.4	3.6	22.3	-1.1	0.4	5.6	x	-0.8	x	-0.9
CCOC(=O)Nc1ccc2c(c1)N(C(=O)CN(CC)CC)c1ccccc1C=C2	11.3	1.8	-11.3	2.2	1.2	3.9	-2.2	-0.2	-9.9	-2.2
C=CCOc1ccccc1CN1CCC(Oc2cc(C(=O)NC3CC3)ccc2OC)CC1	4.2	2.6	-4.2	x	x	-4.0	-1.8	-4.5	9.7	-3.3
COc1ccc(C(C)=O)cc1Cn1cnc2c(cnn2C)c1=O	x	0.8	x	-1.3	0.9	-10.9	-2.0	-21.0	14.4	1.0
CCCc1nc2oc(C(=O)c3ccccc3)c(N)c2c2c1COC(C)(C)C2	-20.4	1.9	20.4	1.0	4.4	-5.4	x	21.3	-3.2	0.5
CCCCCNCc1cccc(Br)c1	-2.2	1.5	2.2	-0.9	0.1	5.7	x	-9.9	7.4	-1.8
O=[N+]([O-])c1ccc2[nH]c(O)c(N=NC3CS(=O)(=O)CC3O)c2c1 (centres undefined)	-7.4	-0.8	7.4	2.1	1.0	-3.1	-7.5	-0.5	6.6	-0.2
CNc1nc(-c2ccccc2)cc(-c2ccccc2)n1	21.8	-1.4	-21.8	4.6	1.5	4.9	15.6	-4.6	x	-1.1
O=C(NN=C1CCCC1)c1n[nH]c2c1CCC2	-11.3	2.7	11.3	-1.8	1.7	-4.5	2.1	-2.9	21.0	x
C=CCN=C1CC(C)(C)CC(=O)/C1=C(\O)c1ccccc1	-7.0	2.6	7.0	0.7	2.8	-2.8	x	-1.4	x	-0.4
CCn1ccnc1CN(C)Cc1nc(CCC(C)C)no1	6.6	1.4	-6.6	2.5	-0.6	0.0	0.7	x	-3.2	-0.1
O=C(c1cc(-c2cccnc2)nc2ccc(Br)cc12)N1CCN(c2ncccn2)CC1	8.9	1.4	-8.9	-0.5	1.4	-2.1	x	-2.8	10.9	-0.5
CCC(NC(=O)c1[nH]c(C)c(C(C)=O)c1C)c1ccc(Br)cc1 (centres undefined)	x	2.2	x	1.3	3.6	15.9	-3.0	x	-4.5	-0.8
O=C(CN1C(=O)NC2(CCCC2)C1=O)N1CCN(S(=O)(=O)c2cccc(C(F)(F)F)c2)CC1	-21.6	1.2	21.6	2.9	1.9	7.0	-1.6	4.8	-6.4	-2.3
Cc1cccc(NC(=O)c2ccc(S(=O)(=O)C(F)F)cc2)c1C	-14.7	4.7	14.7	4.8	4.2	3.9	8.1	-2.7	9.8	-0.2
COc1ccc(N[C@@H]2CCN3C(=O)c4ccccc4[C@@H]3C[C@H]2O)cc1	6.4	0.4	-6.4	-1.2	2.5	0.0	-0.8	10.5	1.8	0.9
Cc1ccc(OC(=O)c2ccc3snnc3c2)cc1	11.8	0.9	-11.8	-0.4	-0.3	-2.2	1.3	-28.4	-5.8	-2.6
CCOc1ccccc1NC1c2ccccc2C(=O)N1c1cccnc1 (centres undefined)	10.7	1.4	-10.7	2.8	4.8	1.2	x	-6.0	9.0	x
CN1CCN(C(=O)C(N)Cc2ccccc2)CC1 (centres undefined)	-23.4	1.6	23.4	0.0	-1.6	-2.7	-1.3	-3.6	3.2	-1.3
Cc1noc(C)c1CS(=O)(=O)c1ccc(Br)cc1	-59.6	0.2	59.6	0.1	0.8	11.0	-1.7	-3.6	-0.7	-2.5
O=C(CN1C(=O)NC2(CCc3ccccc3C2)C1=O)NCc1ccco1 (centres undefined)	-3.0	4.6	3.0	0.3	-1.4	-3.4	-0.6	1.4	-17.4	-1.4
COc1cc(/C=C/C(=O)OCC(=O)Nc2ccccc2Sc2ccc(Cl)cc2)ccc1O	5.7	3.6	-5.7	0.4	-2.6	2.6	x	-0.7	4.6	-0.8
C[C@]12c3[nH]c4cc(-c5ccco5)ccc4c3CCN1C(=O)[C@@H](CC(=O)NCCN1CCOCC1)C[C@@H]2C(=O)N1CCOCC1	-11.4	2.8	11.4	1.1	1.7	0.6	-2.1	-6.8	16.0	0.0
COCCCNc1ncnc2ccc(C)cc12	-31.6	0.6	31.6	-3.1	0.0	4.4	0.5	0.4	25.9	-2.8
COCCCn1c(=O)/c(=C\c2cccc(OC)c2OC)s/c1=C(/C#N)C(=O)Nc1ccc(C(=O)O)cc1	-10.5	-1.4	10.5	-1.7	4.8	-7.1	-2.3	-0.3	-6.8	-4.3
O=C(N/N=C/c1ccccn1)c1[nH]c2ccc([N+](=O)[O-])cc2c1-c1ccccc1	38.7	0.5	-38.7	-5.5	0.5	-2.6	-5.0	4.5	-10.9	-0.7
COc1ccccc1Nc1nc(C)nc2c1oc1ccccc12	18.7	0.9	-18.7	-0.2	2.9	0.5	-0.8	0.0	14.5	-0.7
COCc1c(C#N)c(NCCc2ccc(F)cc2)nc(C)c1[N+](=O)[O-]	52.4	2.7	-52.4	-0.8	-2.7	-2.5	-2.4	-6.1	-7.6	-1.2
CCc1ccc(OCCNC(=O)c2ccccc2SCc2ccc(F)cc2)cc1	-6.2	2.8	6.2	-0.6	0.2	3.4	x	-3.1	x	-0.1
Cc1cc(N2CCN(c3nnnn3-c3ccccc3)CC2)n2ncnc2n1	-13.8	0.5	13.8	1.6	0.4	-7.4	x	3.2	0.0	-2.5
CN(C)S(=O)(=O)c1cccc(C(=O)NCC2(N3CCOCC3)CCCCC2)c1	-2.2	1.9	2.2	-2.0	0.5	4.9	4.4	4.9	1.6	0.7
CCOC(=O)c1cc(NC(=O)CCC(=O)O)ccc1N1CCCCC1	-12.4	1.1	12.4	-0.1	0.4	2.1	0.4	x	x	0.0
CC(C)N(C(=S)NCc1ccccc1)c1ccccc1	-9.0	2.7	9.0	0.0	1.7	0.8	-4.2	-4.4	0.8	-0.6
Oc1[nH]c2ccccc2c1N=Nc1ccccc1F	-8.5	2.7	8.5	-1.6	1.6	5.7	17.7	-1.1	37.4	-1.5
O=C(CCCc1c[nH]c2ccccc12)N[C@@H](Cc1c[nH]c2ccccc12)C(=O)O	-4.0	0.0	4.0	0.0	-1.7	4.5	3.0	-2.1	0.1	0.8
Cc1cccc(NC(=O)c2ccc(NS(=O)(=O)c3c(C)noc3C)cc2)c1	6.8	1.7	-6.8	0.2	-0.9	-1.3	x	-2.2	-2.5	x
CON(C)C(=O)CC1(CN(Cc2ccccc2)C(=O)OC(C)(C)C)CCCCC1	-26.5	2.1	26.5	-1.8	0.2	10.6	-3.4	0.1	-23.9	0.1
COc1ccccc1C(CC(=O)Nc1ccccc1C)c1ccc(OC(C)C)cc1 (centres undefined)	u	1.2	-2.7&-82.1	-0.2	1.2	17.1&4.2	-4.3	-1.4	25.9	-3.0
CCO[C@H]1OC(C(=O)NCc2nc3ccccc3[nH]2)=C[C@@H](c2csc3ccccc23)[C@@H]1CCCO	13.3	1.4	-13.3	-0.7	2.4	17.3	2.8	-5.2	0.3	-0.1
CC(C)Cc1nc(SCC(=O)Nc2ccc(S(N)(=O)=O)cc2)n[nH]1	-13.3	5.4	13.3	2.4	0.8	0.2	x	-5.4	x	-0.2
COc1nc2ccccc2c(=O)n1OCC(C)C	-26.8	-2.0	26.8	0.9	3.5	-2.0	x	-1.4	x	-1.5
O=C(CNC(=O)c1ccccc1Br)N/N=C/c1ccccc1O	-0.8	0.5	0.8	1.2	1.7	-6.5	-1.8	3.9	-18.0	-1.7
COc1ccccc1C1=NOC(Cn2c(NCCOCCO)nc3c2c(=O)n(C)c(=O)n3C)C1 (centres undefined)	61.4	2.4	-61.4	-1.1	1.6	-4.0	-2.0	0.4	x	0.0
CCOC(=O)c1c(C)[nH]c(C(=O)COC(=O)COc2ccccc2C=O)c1C	15.9	1.1	-15.9	2.1	-0.2	5.1	x	-0.4	-2.6	-1.0
CC(C)C(O)(C#CCN1CCCCC1)c1ccccc1 (centres undefined)	6.1	0.3	-6.1	0.9	-0.3	3.2	5.1	-2.9	4.0	-1.8
Cc1nc2ccc(S(=O)(=O)NC(C(=O)NC3CCCC3)C(C)C)cc2s1 (centres undefined)	-10.0	3.2	10.0	1.5	2.3	-13.6	-3.8	-4.2	-5.4	0.0
